# From PubChem
# TIM10 inh – growth inhibitors of isogenic TIM10 control yeast, primary screen, counter-screen for tim10-1 yeast inhibitor project, luminescence, uHTS. inhibition, % at 10 µM. hit rate 1.4% among 330,000. S. cerevisiae TIM10 strain growth, BacTiter-Glo luminescence, 24 h. AID 463195, 2010;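 active means inhibition of 40% or more at the single tested concentration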;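 further: wild-type TIM10 isogenic control strain grown at permissive 25 °C; 0% = DMSO yeast wells and 100% = minimal medium wells without yeast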
# beta cell repl – inducers of MIN6 beta-cell proliferation, primary screen, ATP luminescence, uHTS; MIN6 cells proliferation, ATPlite luminescence, 48 h; cells starved in 0.2% serum; 100% = growth in 10% serum; proliferation, % at 10 µM; hit rate 0.29% among 330,000;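 active means compounds whose signal lies at least 3.5 SD above the mean of all wells on their plate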;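 further: 0% = DMSO-treated cells in low-serum medium and 100% = 10% serum control; some compounds called inactive have numbers as strong as hits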
# GRIN3A LBD mod – binders of NR3A ligand-binding domain, primary screen, biophysical, differential scanning fluorimetry, uHTS; NR3A LBD differential scanning fluorimetry, Tm shift; 0% = protein alone, 100% = glycine-bound protein; Tm shift relative to glycine control, % at 25 µM; hit rate 2.5% among 340,000; AID 1259313, 2017;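 active means melting temperature shift of at least 10% of the positive control shift, at one fixed dose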
# MPTP inh – mitochondrial permeability transition pore inhibitors, primary screen, biochemical, isolated mouse mitochondria, absorbance; hit rate 1.4% among 360,000; AID 602449, 2012; Ca2+ swelling absorbance, 30 min; inhibition, % at 10 µM;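 active means inhibition of 50% or more, scaled per plate between neutral and stimulator controls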;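 further: 0% = DMSO wells given calcium and 100% = 1 mM EGTA wells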
# APJ agonist – agonists of human apelin receptor APJ, primary screen, CHO-K1 cells, PathHunter beta-arrestin, luminescence. hit rate 0.11% among 330,000. AID 2520, 2010. activation, % at 20 µM. 0% DMSO wells, 100% apelin;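 active means activation more than six SD over the plate average, tested at 20 µM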;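 further: 0% = DMSO alone and 100% = apelin-13 at 10 nM; some results filed as inactive read as strong as hits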
# Target sequence (P35414 whole entry, looked up): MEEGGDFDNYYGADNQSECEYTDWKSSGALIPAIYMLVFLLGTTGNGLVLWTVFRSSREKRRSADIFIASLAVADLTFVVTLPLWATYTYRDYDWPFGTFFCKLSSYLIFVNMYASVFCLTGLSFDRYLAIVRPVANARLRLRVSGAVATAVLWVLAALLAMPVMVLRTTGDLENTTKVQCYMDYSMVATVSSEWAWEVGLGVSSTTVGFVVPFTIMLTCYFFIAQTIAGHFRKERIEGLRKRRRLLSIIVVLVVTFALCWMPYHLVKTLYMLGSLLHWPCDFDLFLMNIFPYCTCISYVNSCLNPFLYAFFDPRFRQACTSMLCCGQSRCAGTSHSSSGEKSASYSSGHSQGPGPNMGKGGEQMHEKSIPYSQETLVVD
#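 Test system: CHO-K1 APJ beta-arrestin complementation cell line | Compound: Single test compound dose, 20 µM final, 1% DMSO | Incubation: Compound 90 min 25 °C, reagent 1 h | Measured by: beta-gal luminescence | Read-out basis: APJ–arrestin association signal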
# tim23-1 inh – growth inhibitors of tim23-1 mutant yeast, primary screen, luminescence, uHTS. hit rate 1.3% among 330,000. S. cerevisiae tim23-1 growth, BacTiter-Glo luminescence, 24 h. inhibition, % at 20 µM. AID 463212, 2010;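 active means growth inhibition of the mutant yeast at or above 50%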;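 further: temperature-sensitive mutant grown at 25 °C; plate controls were DMSO-treated mutant yeast for no effect and medium wells lacking yeast for full effect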
# APJ antagonist – antagonists of human apelin receptor APJ, primary screen, CHO-K1 cells, beta-arrestin complementation, luminescence. P35414. inhibition, % at 20 µM. hit rate 0.32% among 330,000. AID 2521, 2010;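 active means inhibition above about 40% at 20 µM, limit read from the data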;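 further: cells challenged with 10 nM apelin-13 agonist together with compound; plate controls were apelin-13 plus DMSO wells for no effect and DMSO wells lacking apelin-13 for full effect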
# NLRP3 yeast inh – NALP3 inflammasome inhibitors in reconstituted yeast, primary screen, luminescence, uHTS | inhibition, % at 10 µM | hit rate 0.39% among 330,000 | Yeast reconstituted NLRP3/ASC/caspase-1, beta-gal luminescence, 24 h;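 active means inhibition of 50% or more; inactive means inhibition below 50%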;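 further: plate controls were induced DMSO wells for no effect and uninduced yeast grown without galactose for full effect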
# tim10-1 inh – growth inhibitors of tim10-1 mutant yeast, primary screen, luminescence, uHTS; inhibition, % at 20 µM; hit rate 2.2% among 330,000; S. cerevisiae tim10-1 ts strain growth, BacTiter-Glo, 24 h; AID 463190, 2010;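 active means inhibition of at least 40%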;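 further: mutant grown at 25 °C; 0% = DMSO wells with yeast and 100% = wells holding no yeast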
# * = called active by the depositor.
# Screens in order – tim23-1 inh, tim10-1 inh, APJ antagonist, beta cell repl, APJ agonist, MPTP inh, GRIN3A LBD mod, TIM10 inh, NLRP3 yeast inh
1	COc1cccc(CN2CCNC(=O)C2CC(=O)N(C)CCc2ccccn2)c1 (stereo not drawn)
→ 25, -12, -22, -3, -4, 0.1, -2, 1, 23
2	CCOc1ccccc1-c1nnc(SCC(=O)Nc2ccccc2)o1
→ 40, 20, -14, -1, -3, 1.6, 0, 3, 36
3	CCN1C(=O)C(=O)N(CC(=O)c2cc(C)n(C3CC3)c2C)C1=O
→ -3, -12, 5, -1, -3, -1.2, -1, -13, 2
4	Cn1cc(SCC(=O)N2CCCc3ccccc32)c2ccccc21
→ 46, 33, 20, -2, -3, 0.6, -4, 10, 16
5	COCc1c(C(=O)N/N=C/C2CC=CCC2)nnn1-c1nonc1N (stereo not drawn)
→ 8, -1, -24, -1, 2, 0.5, -2, 7, -5
6	COc1ccc(C)cc1NC(=O)C1CCN(S(=O)(=O)c2cccc3cccnc23)CC1
→ 24, 13, -2, -4, 0, -0.9, 3, 2, 5
7	COCCn1c(SCC#N)nnc1-c1ccccc1O
→ -2, -5, 0, 1, -4, 1.2, 0, -11, -13
8	CC(C)C1=CC(=Nc2ccc(S(N)(=O)=O)cc2)C=C(C(C)C)C1=O
→ 37, 27, -24, -5, 6, -0.7, 1, -5, 9
9	Cc1cccn2cc(CNC(=O)CC3CCCC3)nc12
→ -5, -1, -2, 0, -3, 2.7, 0, -11, 1
10	COc1ccc(NC(=O)Nc2cccs2)cc1OC
→ 7, -8, 3, -3, 0, 1.3, -5, 3, 15
11	COc1ccc(CCNC(=O)c2ccc(-c3ccc([N+](=O)[O-])cc3Cl)o2)cc1
→ 7, 31, -28, -2, 0, 24, -4, 6, 13
12	Cc1cc(N2CCN(c3ccccc3)CC2)nc(-n2nc(C)cc2C)n1
→ 36, 35, 29, 0, -8, -0.9, 0, 33, 17
13	CCN(CC)C(=O)c1ccc(C(=O)c2c(C)cc(C)cc2C)cc1
→ 29, 20, 6, -2, 0, -1.8, -1, -4, 23
14	COc1ccc(S(=O)(=O)NC(CC(=O)N2CCc3ccccc32)c2ccco2)cc1 (stereo not drawn)
→ 32, 20, -11, -2, 0, 0.7, 0, 12, 18
15	COc1ccc(OC)c(-n2c(-c3cccc(C)c3)n[nH]c2=S)c1
→ 16, 16, 8, 1, 5, 0.8, 0, 5, 28
16	CC(C)CCn1c(=O)c2ccccc2n2c(CCl)nnc12
→ 26, 15, 2, -6, -6, -0.4, -1, -4, -6
17	N#Cc1c(N2CCN(C(=O)c3ccco3)CC2)nc(-c2ccccc2)c2c1CCCC2
→ 26, 5, -2, -5, 3, -0.9, -1, 29, 7
18	C/C=C/Cn1c(SCc2ccccc2)nc2c1c(=O)[nH]c(=O)n2C
→ -22, -19, 4, 0, -3, -2.9, -3, -50, 19
19	CCOC(=O)C(Oc1ccc(=O)[nH]n1)C(C)=O (stereo not drawn)
→ 8, 5, 7, 2, -4, -0.5, 2, 6, 6
20	CCNC(=S)Nc1cccc(S(=O)(=O)NC2=NCCC2)c1
→ 22, 4, -4, -3, 0, -2.7, -1, -22, 8

# Laid out differently: results already given
no.	mol	tim23-1 inh	tim10-1 inh	APJ antagonist	beta cell repl	APJ agonist	MPTP inh	GRIN3A LBD mod	TIM10 inh	NLRP3 yeast inh
7	COCCn1c(SCC#N)nnc1-c1ccccc1O	-2	-5	0	1	-4	1.2	0	-11	-13
19	CCOC(=O)C(Oc1ccc(=O)[nH]n1)C(C)=O (stereo not drawn)	8	5	7	2	-4	-0.5	2	6	6
9	Cc1cccn2cc(CNC(=O)CC3CCCC3)nc12	-5	-1	-2	0	-3	2.7	0	-11	1
16	CC(C)CCn1c(=O)c2ccccc2n2c(CCl)nnc12	26	15	2	-6	-6	-0.4	-1	-4	-6
11	COc1ccc(CCNC(=O)c2ccc(-c3ccc([N+](=O)[O-])cc3Cl)o2)cc1	7	31	-28	-2	0	24	-4	6	13

# Record cards (already shown). Order of values: tim23-1 inh, tim10-1 inh, APJ antagonist, beta cell repl, APJ agonist, MPTP inh, GRIN3A LBD mod, TIM10 inh, NLRP3 yeast inh
# CCNC(=S)Nc1cccc(S(=O)(=O)NC2=NCCC2)c1 is entered as 22, 4, -4, -3, 0, -2.7, -1, -22, 8
# COc1ccc(S(=O)(=O)NC(CC(=O)N2CCc3ccccc32)c2ccco2)cc1 (stereo not drawn) is entered as 32, 20, -11, -2, 0, 0.7, 0, 12, 18
# CCN(CC)C(=O)c1ccc(C(=O)c2c(C)cc(C)cc2C)cc1 is entered as 29, 20, 6, -2, 0, -1.8, -1, -4, 23
# CCOC(=O)C(Oc1ccc(=O)[nH]n1)C(C)=O (stereo not drawn) is entered as 8, 5, 7, 2, -4, -0.5, 2, 6, 6
# N#Cc1c(N2CCN(C(=O)c3ccco3)CC2)nc(-c2ccccc2)c2c1CCCC2 is entered as 26, 5, -2, -5, 3, -0.9, -1, 29, 7

# More results
# Screens in order – tim23-1 inh, tim10-1 inh, APJ antagonist, beta cell repl, APJ agonist, MPTP inh, GRIN3A LBD mod, TIM10 inh, NLRP3 yeast inh
21	CCN(CC(=O)Nc1c(F)cccc1F)C(=O)C1CC1
→ 10, 4, -4, -2, -3, 0.0, -1, 13, 14
22	CN(C)c1nc(N)c([N+](=O)[O-])c(NCc2ccccc2)n1
→ -23, -7, 12, 0, -1, 1.1, -1, 3, 30
23	CC(C)(C)OC(=O)NCCC(=O)Oc1ccc2ccc(=O)oc2c1
→ 27, 26, 0, -1, -2, 1.8, -3, 13, 19
24	Cc1nc(SCC(=O)Nc2cccc(Cl)c2)n[nH]1
→ 8, -2, 1, 1, 1, -0.1, 0, 5, 1
25	CCc1ccc(C(=O)Nn2cnc3ccccc3c2=O)cc1
→ 23, 2, 22, -1, -3, -1.3, 1, 9, 10
26	Cc1cccn2c(=O)c(/C=C(\C#N)S(=O)(=O)c3ccccc3)c(N3CCC(C(N)=O)CC3)nc12
→ 5, 13, -3, -2, 1, 8.4, 3, 4, 2
27	CCCn1c(N)c(C(=O)COC(=O)CNC(=O)c2ccc(C)c(C)c2)c(=O)n(C)c1=O
→ 12, 6, -2, 0, -5, 0.4, -1, 4, 7
28	O=C(NCC1CCCO1)c1cccc2c1C(=O)c1ccc(N3CCC(Cc4ccccc4)CC3)cc1S2(=O)=O (stereo not drawn)
→ 42, 18, -3, -5, 1, -0.7, 1, -4, 19
29	CCN(CC)C(=O)Oc1nnc(SC(C)C)n1-c1ccc(Cl)c(Cl)c1
→ 32, 28, 26, -2, 0, 2.3, 2, 17, 19
30	Cc1ccc[n+](-c2nc([O-])sc2C=O)c1
→ 10, -12, 7, -1, -2, -1.8, -1, -10, 12
31	O=C(CCN1C(=O)[C@@H]2Cc3ccccc3CN2C1=O)N[C@H](Cc1ccccc1)C(=O)O
→ 11, -2, -10, 3, -1, -0.7, -2, 4, 1
32	C/C(=N\NC(=O)C(N)=O)c1cccc([N+](=O)[O-])c1
→ 9, 18, 0, -1, -1, -0.3, 2, 9, 13
33	COc1ccccc1NC(=O)Cn1nc(-c2ccc3c(c2)OCCO3)ccc1=O
→ -4, -7, -7, -1, -3, -1.3, 1, -20, 9
34	O=C(NC1CCCC1)c1cnn2c(C(F)(F)F)cc(-c3ccco3)nc12
→ -14, -6, 21, 0, -6, -2.9, -1, -23, 19
35	COc1ccc(Cn2c(=S)[nH]c3cc(C(=O)N4CCCCC4)ccc3c2=O)cc1
→ -4, -4, 12, 1, -4, -0.1, 0, 2, 15
36	O=c1c2ccccc2c(-c2ccc(O)cc2)nn1-c1cccc(C(F)(F)F)c1
→ 57*, 42*, 4, -2, -3, 23, 25*, 53*, 6
37	O=C(CCN1C(=O)/C(=C/c2ccccc2Cl)SC1=S)NC1=NCCS1
→ 10, 15, -9, -2, 0, -2.1, 0, 17, 25
38	COc1ccc(N(C)C(=O)c2cn(CC(C)C)c(=O)c3cc(OC)c(OC)cc23)c(OC)c1
→ 2, 35, 6, -1, -4, 0.4, 0, -4, 6
39	COCCn1c(CN2CCc3ccccc3C2)nc2c1c(=O)n(C)c(=O)n2C
→ 40, 28, -18, -2, -7, 2.5, -2, 31, 16
40	Cc1nc(NCCc2ccc(F)cc2)c(C#N)c(C)c1[N+](=O)[O-]
→ 43, 11, -19, -2, -2, 2.5, 1, 8, 10
41	Cc1ccc(F)c(NC(=O)/C(C#N)=C(\O)c2ccc(C(C)(C)C)cc2)c1
→ 18, 19, -6, -2, 0, 83*, 3, 30, -7
42	N=c1c2c(ncn1Cc1ccco1)Oc1c(ccc3ccccc13)C2c1ccccc1 (stereo not drawn)
→ 26, -9, 7, -3, -2, 3.5, -2, 18, 21
43	O=C(Nc1cccc2ncccc12)C(Cl)(Cl)Cl
→ -2, -5, 8, -2, -1, 5.7, 0, -7, 11
44	Cn1cc(CN2CCc3c([nH]c4ccccc34)C2C(C)(C)C)cn1 (stereo not drawn)
→ 7, 9, 17, 0, -4, -2.3, -1, -4, -5
45	COc1ccc(-n2cc(-c3ccccc3)[nH]c2=S)c(OC)c1
→ 23, 22, 5, -6, 0, 0.3, -1, 30, 16
46	Cc1ccccc1Nc1n[nH]c(C)c1[N+](=O)[O-]
→ -8, -38, 23, -1, -3, 4.3, -6, 5, 1
47	CCOC(=O)N1CCN(C(=S)Nc2cccc(C)c2C)CC1
→ 13, 21, 10, 0, -4, -0.5, 2, -5, 3
48	O=C(CSc1nnc(COc2ccc(Cl)cc2Cl)o1)Nc1ccccn1
→ -4, -4, -3, -1, -2, 0.0, 2, 0, 0
49	OCCC1CN(Cc2ccccc2O)CCN1CCCc1ccccc1 (stereo not drawn)
→ 7, 8, 11, -1, -3, -0.3, 0, -5, 5
50	O=C1c2ccccc2CSc2c(O)cccc21
→ 15, 11, -11, -2, -3, -1.1, 3, -18, 13
51	O=C(Nc1ccccc1F)C1CC1c1ccccc1 (stereo not drawn)
→ 9, 15, 0, 0, -2, -1.1, 0, 11, 38
52	Cn1nccc1C(=O)N(CCN1CCCCC1)CC1CCCN(C2CCCC2)C1 (stereo not drawn)
→ 14, -11, -4, 1, -1, -0.5, 3, -3, -3
53	O=C(O)c1cn(-c2ccccc2)nc1-c1ccc(F)cc1
→ 10, -3, -21, 0, -1, -0.9, 2, 1, 4
54	Cc1nc2ccccc2c2oc(C(=O)Nc3ccc(C(C)C)cc3)cc12
→ 38, 29, 19, -4, 3, 12, 2, 14, 12
55	Cn1c(Sc2ccc([N+](=O)[O-])cc2C(F)(F)F)nnc1-c1ccccc1
→ 12, 5, -9, -1, 14, 2.2, -1, 14, 21
56	O=C(CCCc1cccs1)Nc1nc(-c2ccc(F)cc2)cs1
→ 12, 17, 13, -1, -4, 20, 1, 14, -3
57	CS(=O)(=O)c1ccc(C(=O)NCC2(N3CCOCC3)CCCCC2)cc1
→ -2, -12, 5, 2, 1, -0.8, 0, -6, 21
58	O=C(NCCN1CCOCC1)c1ccncc1
→ -4, 9, 4, 3, -6, -0.5, 1, -2, 4
59	Cn1c(Cl)c(C(=O)Nc2ccc(Cl)cc2)c2ccccc21
→ 2, 1, 30, -3, -3, 3.5, -3, -2, 29
60	CCN(C(=O)COC(=O)/C=C/c1ccc(F)cc1)C1CCCCC1
→ 17, 12, 17, 0, -6, 0.4, -1, 4, 3
